PLCg1 inh: PLC-gamma1 (human) inhibition, primary screen; P19174; purified PLC-gamma1, fluorogenic substrate, fluorescence; inhibition, % at 12.2 µM; 0.84% of 370,000 active; AID 720700; in the data active means inhibition above about 9.5%
NR1D1 modulator: modulates human Rev-erb alpha binding to DNA | Rev-erbα–FITC-DNA binding, fluorescence polarization, 90 min | AID 1259318 | activity, % at 10 µM | 0.79% of 370,000 active | P20393;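 active means activity above about 14%, limit read from the data; passing the limit was not always enough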;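 further: 0% = DMSO wells with 35 nM protein and 100% = DMSO wells with 750 nM protein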
HGIII-sPLA2 inh: Inhibits HGIII-sPLA2 liposome hydrolysis, primary screen | QFRET BODIPY PC-A2 liposome hydrolysis, fluorescence | inhibition, % at 12.2 µM | 0.56% of 370,000 active | AID 743126;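 active means inhibition above mean plus 3 SD of compounds lying within the high and low control bounds, cut at about 19% in these data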;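 further: 0% = median of test compound wells and 100% = no enzyme DMSO wells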
Target sequence (Q9NZ20 whole entry, looked up): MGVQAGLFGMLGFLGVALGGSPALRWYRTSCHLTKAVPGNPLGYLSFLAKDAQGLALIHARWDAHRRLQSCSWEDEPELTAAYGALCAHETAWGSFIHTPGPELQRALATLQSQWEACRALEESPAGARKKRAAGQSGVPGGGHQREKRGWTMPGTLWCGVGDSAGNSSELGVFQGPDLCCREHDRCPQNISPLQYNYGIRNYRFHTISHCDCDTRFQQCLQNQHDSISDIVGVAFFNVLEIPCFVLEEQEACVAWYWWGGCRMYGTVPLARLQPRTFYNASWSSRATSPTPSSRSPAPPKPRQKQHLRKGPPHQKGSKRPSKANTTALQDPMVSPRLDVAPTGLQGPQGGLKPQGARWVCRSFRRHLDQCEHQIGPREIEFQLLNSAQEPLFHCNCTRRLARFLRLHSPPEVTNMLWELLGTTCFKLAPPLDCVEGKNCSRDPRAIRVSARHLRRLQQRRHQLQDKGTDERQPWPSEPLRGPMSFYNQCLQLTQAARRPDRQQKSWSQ
ARFGAP1 inhibitor: inhibitors of rat ARFGAP1; Arfgap1-stimulated ARF1 GTP hydrolysis, GDP FP detection; 0.26% of 360,000 active; inhibition, % at 16.5 µM; AID 651572;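 active means inhibition above a per-plate limit, mean inhibition of low control wells plus 3 SD, cut at about 25% in these data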;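 further: 0% = DMSO wells with enzyme and 100% = wells lacking Arfgap1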
Target sequence (Q62848 1-136 limits assumed): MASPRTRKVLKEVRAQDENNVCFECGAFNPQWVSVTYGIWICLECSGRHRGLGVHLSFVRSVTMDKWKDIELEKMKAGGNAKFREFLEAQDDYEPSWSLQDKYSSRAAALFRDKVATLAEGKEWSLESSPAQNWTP
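Material – truncated rat Arfgap1 GAP domain · Buffer or medium – HEPES-based buffer, pH 7.5 · Reagent – human ARF1(Δ1-17)-GTP substrate · Dosing – 16.5 µM single point, 1.26% DMSO · Schedule – GTP hydrolysis reaction 2 h at 25 °C · Technique – GDP detection by fluorescence polarization · Benchmarks – No-Arfgap1 wells (100%) versus DMSO full-reaction wells (0%) · Repeats – single replicate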
proKLK7 act: proKLK7 (human) activation, primary screen. P49862. purified proKLK7, EDANS-DABCYL substrate fluorescence; 100% is mature enzyme control, 0% vehicle. activation, % at 7 µM. 0.9% of 370,000 active;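 active means activation above the mean of all tested compounds plus 3 SD, computed per campaign excluding outliers beyond control limits, cut at about 13% in these data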
UHRF1 binding: human UHRF1 methylated DNA binding inhibitors; Q96T88; UHRF1 binding to methylated oligo, TR-FRET; inhibition, % at 4.4 µM; 0.75% of 370,000 active; in the data active means inhibition above about 21%;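 further: UHRF1 SRA domain binding a hemimethylated CpG hairpin DNA probe; 0% = median of test compound wells and 100% = reference inhibitor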
ASAP1 GAP inh: blocks human ASAP1-stimulated Arf1 GTP hydrolysis | Q9ULH1 | GDP FP detection | inhibition, % at 16.5 µM | 0.19% of 360,000 active; in the data active means inhibition above about 25%;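 further: 0% = vehicle with enzyme and substrate and 100% = no enzyme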
Target sequence (Q9ULH1 325-724 limits assumed): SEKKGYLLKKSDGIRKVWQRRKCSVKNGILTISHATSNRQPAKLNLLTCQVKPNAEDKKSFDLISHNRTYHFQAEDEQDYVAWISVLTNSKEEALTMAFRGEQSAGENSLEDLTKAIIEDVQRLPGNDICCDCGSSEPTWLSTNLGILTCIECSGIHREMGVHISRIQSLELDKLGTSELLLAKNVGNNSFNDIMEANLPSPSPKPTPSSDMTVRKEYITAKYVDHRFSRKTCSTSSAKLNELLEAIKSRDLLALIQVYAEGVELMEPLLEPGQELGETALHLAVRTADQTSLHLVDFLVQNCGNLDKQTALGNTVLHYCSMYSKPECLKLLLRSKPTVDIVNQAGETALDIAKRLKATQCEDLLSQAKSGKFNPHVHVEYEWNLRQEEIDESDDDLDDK
DDE Tn7 FP inh: inhibitors of Tn7 peptide binding to human fibrin DD(E); P02675; 0.13% of 370,000 active; AID 720508; FP displacement of FITC-Tn7 peptide from fibrin DD(E); 0% = median of compound wells per plate; inhibition, % at 8.3 µM;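 active means inhibition above the mean of compounds falling within the control limits plus 3 SD of them, cut at about 14% in these data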;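 further: 0% = plate median of compound wells and 100% = 10 µM Aha-Tn7 peptide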
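Assay system: Fibrin-DD(E) protein isolated from polymerized human fibrin clots; read-out basis: percent inhibition; medium: Tris/NaCl/CaCl2 buffer, pH 7.8; signal: FP measurement; incubation: 10 min plus 3 h, room temperature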
PLC-beta3 inh: PLC-beta3 (human) inhibition, primary screen; Q01970; Purified PLC-beta3, fluorogenic substrate, fluorescence; inhibition, % at 12.2 µM; 0.18% of 370,000 active; AID 720704; in the data active means inhibition above about 11%;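 further: 0% = median of compound wells on plate and 100% = full blocker control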
DDE Tn6 FP inh: disrupts Tn6 cyclic peptide binding to fibrin D-Dimer-E complex | Fibrin DD(E) TRITC-Tn6 fluorescence polarization displacement | 0.21% of 370,000 active | inhibition, % at 8.3 µM | AID 720509;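 active means inhibition above a per-campaign cutoff: mean of compounds within control limits plus 3 SD, cut at about 15% in these data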;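 further: 0% = median of all compound wells on the plate and 100% = blocking peptide control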
The depositor's hits bear a star.

SMILES | PLCg1 inh | NR1D1 modulator | HGIII-sPLA2 inh | ARFGAP1 inhibitor | proKLK7 act | UHRF1 binding | ASAP1 GAP inh | DDE Tn7 FP inh | PLC-beta3 inh | DDE Tn6 FP inh
CC1(C(=O)NCc2cccc(C(F)(F)F)c2)CCN1C1Cc2ccccc2C1 (stereo unspecified) | -3 | -6 | 9 | -12 | -0.2 | -1 | 0 | 0 | -4 | 1
COc1ccc(S(=O)(=O)N2CCCCCC2)cc1C(=O)N(C)Cc1ccc(OC)c(OC)c1OC | 1 | 3 | 0 | -18 | 0.2 | 1 | 3 | 3 | -5 | -2
CCOc1ccc2nc(SCC(=O)NC(=O)NCc3ccco3)[nH]c2c1 | 1 | -15 | -11 | 7 | -0.4 | 0 | 4 | -2 | 3 | 4
Cc1nn(C)cc1CNC(=O)C1CCC(=O)N(Cc2cccc(C(F)(F)F)c2)C1 (stereo unspecified) | 2 | 2 | 1 | 8 | 0.5 | 0 | 4 | -2 | -1 | 5
COc1ccc(C(=O)C2CCCN(Cc3ccc(Sc4nncn4C)o3)C2)cc1F (stereo unspecified) | 5 | -8 | 5 | -4 | 0.3 | 9 | -19 | 6 | -1 | 2
COCCNC(=O)c1onc(CSc2nc3ccccc3[nH]2)c1C(=O)NCCOC | 3 | 8 | 6 | 6 | -0.6 | -2 | 0 | -7 | 3 | 0
Cc1ccc2nc(Cn3cc(C(F)(F)F)cc(Cl)c3=O)cc(=O)n2c1 | -9 | -5 | -1 | -9 | 0.4 | -1 | 4 | -1 | -17 | 3
O=C(O)CCC(=O)N1CCN(c2ccccn2)CC1 | -2 | -2 | 7 | 8 | 0.5 | 0 | -3 | 6 | 2 | 6
CC1CCN(c2nc3c(c(=O)[nH]c(=O)n3C)n2Cc2ccccc2Cl)CC1 | 3 | 0 | -3 | 2 | -0.6 | 0 | 6 | -3 | 0 | 4
Nn1c(SCC(=O)N2CCOCC2)nnc1-c1cccnc1 | 2 | -4 | -6 | 6 | 0.4 | -2 | -9 | -5 | -4 | 7
O=C(c1ccc(OC2CCN(CCc3ccccc3)CC2)cc1)N1CCCC1 | 0 | 0 | 7 | 2 | 0.4 | -2 | 10 | 2 | -12 | 2
O=C(OC(C(=O)Nc1cccc(C(F)(F)F)c1)c1ccccc1)C1CCCCC1 (stereo unspecified) | 2 | 1 | -31 | 7 | 0.2 | -1 | -7 | 7 | 3 | 7
COc1cc(NC(=O)COC(=O)CSc2ccccc2F)c(C)cc1[N+](=O)[O-] | 3 | 5 | 0 | 6 | -0.4 | 3 | -4 | 8 | 2 | -4
Cn1cc(CC(=O)NCCN2CCOCC2)c2ccccc21 | -2 | -4 | 12 | 5 | 0.5 | 2 | -4 | 7 | -2 | 0
CCCN1CCN(CCCNC(=O)c2cc3c(=O)[nH]c4ccccc4c3s2)CC1 | -96 | 6 | -8 | -1 | 5.2 | -4 | -5 | -10 | -101 | -5
COc1ccc(/C=N/NC(=O)CCSc2nc3ccccc3s2)cc1OC | 3 | 9 | -8 | -4 | 0.1 | -2 | 1 | 0 | 3 | 8
Cc1cccc(NC(=O)C(=O)NCC2CCCN2S(=O)(=O)c2cccs2)c1C (stereo unspecified) | -1 | 4 | 0 | 11 | 0.7 | 0 | -6 | 4 | -2 | 0
CCC(C)NC(=O)C(=O)NCC1CCCN1CC (stereo unspecified) | 0 | -2 | 6 | 13 | -0.3 | -1 | -4 | 7 | -6 | 0
COc1ccc(C(c2nnnn2C2CCCCC2)N2CCN(c3ccc(OC)cc3)CC2)cc1 (stereo unspecified) | 0 | -1 | 5 | 16 | 0.3 | 1 | -5 | 6 | 1 | 0
COC(=O)c1ccc2nc(-c3ccc(C)cc3)c(Cc3cccc(Cl)c3)n2c1 | -47 | -2 | -3 | 10 | -3.4 | 11 | -10 | 3 | -70 | -1
Cc1ccc(NC(=O)CNC(=O)C2CCCCC2)nc1 | -3 | 2 | 9 | 0 | 0.4 | -2 | -16 | 11 | -1 | 1
O=C1C=C(O)C(n2cncn2)C(c2ccc(F)cc2)C1 (stereo unspecified) | -5 | -4 | 2 | 19 | 0.0 | 0 | -3 | 1 | -5 | -1
CCC(C)NC(=O)NC1C(NC(=O)NC(C)CC)N(C)C(=O)N1C (stereo unspecified) | 0 | -1 | -5 | -1 | 0.3 | -2 | -4 | 3 | 0 | 5
COC(=O)C1CSc2[nH]c(=O)sc2C1c1ccc(O)c(OC)c1 (stereo unspecified) | 3 | -4 | 7 | 6 | -0.2 | -3 | 12 | -5 | 4 | -2
Oc1c(C=Nc2cccnc2)sc2ccccc12 | -10 | -3 | 5 | 6 | -0.9 | -1 | -4 | -3 | -17 | -5
COc1ccc(CCNC(=O)COC(=O)c2ccc(Br)o2)cc1 | -4 | -5 | 4 | 10 | 0.1 | 2 | 9 | 5 | -2 | -2
CCc1nnc(NC(=O)CSc2nnc(-c3ccoc3C)n2-c2cccc(C)c2)s1 | 3 | 0 | -5 | -3 | 0.1 | 1 | -6 | -3 | 4 | -7
COc1ccc(CCN(C)C(=O)c2cccc(S(=O)(=O)NCc3ccccc3)c2)cc1OC | 4 | 7 | -10 | 9 | -0.3 | 0 | 2 | -2 | -3 | -1
O=C1C(Oc2ccccc2)C(c2ccc3c(c2)OCO3)N1CCc1ccc(F)cc1 (stereo unspecified) | 5 | 2 | -5 | 7 | 0.0 | 2 | -21 | -5 | 4 | -1
COc1ccc(OCCCC(=O)OCC(=O)Nc2ccc(Cl)cn2)cc1 | -2 | 8 | 0 | 7 | 0.0 | 0 | 1 | 2 | -13 | -2
COc1ccc(/C=N/NC(=O)c2ccccc2O)cc1Cn1nnc2ccccc21 | -58 | 5 | -26 | -10 | 1.2 | -3 | -4 | 3 | -84 | 5
Cc1cccc(NS(=O)(=O)c2cccc(C(=O)NNC(=O)c3ccccc3O)c2)c1 | -3 | 5 | -22 | -2 | -0.1 | 1 | -6 | -2 | -6 | -7
COc1ccccc1C(=O)Nc1ccnn1C1CCN(CCCc2ccccc2)CC1 | 0 | -1 | -12 | 4 | 0.3 | -1 | 0 | -1 | -58 | 4
CCCn1c(SCC(=O)Nc2ccc(Cl)cn2)nnc1C1CC1 | 4 | -5 | 13 | 19 | 0.4 | 4 | 2 | 4 | -4 | -8
O=C(NCc1ccc(Cl)cc1)C1CCN(C(=O)c2ccco2)CC1 | 1 | -4 | 13 | -8 | 0.5 | 1 | 2 | 7 | -9 | -6
N#CCCn1cc(C(=O)CN2C(=O)NC3(CCCCCC3)C2=O)c2ccccc21 | -7 | -5 | -4 | 12 | -0.8 | 5 | -12 | 0 | -9 | -9
Cc1cc(=O)oc2ccc(OC(=O)CC(C)C)cc12 | -1 | -5 | 2 | -1 | 0.2 | 1 | -7 | 8 | -3 | 7
CCOC(=O)NC(=O)CSc1nc2ccc(C)cc2[nH]1 | -3 | -4 | -9 | 4 | 0.0 | -1 | -1 | 1 | 0 | 0
CC(=O)c1c(C)[nH]c(C(=O)OCC(=O)Nc2cc(C)on2)c1C | 1 | -1 | -3 | -15 | 0.0 | 0 | -2 | -2 | 1 | 5
Cc1ccccc1C(=O)Nc1ccccc1N1CCN(C(=O)c2ccccc2)CC1 | -1 | 1 | 2 | 10 | 0.2 | 2 | 4 | 3 | -4 | 0
CC(C)(C)c1cc[n+](-c2[nH]c(=O)sc2/C=N/NC([S-])=Nc2ccccc2)cc1 | -2 | 2 | -36 | 14 | -0.2 | -7 | 10 | 20* | -8 | -4
CC(=O)OCC(=O)c1ccc2ccn(C(C)=O)c2c1 | -157 | -3 | 7 | 9 | 18* | 5 | 16 | 8 | -234 | -1
Cc1cc(OCC(=O)NCC2CCC(C(=O)O)CC2)c2c(C)c(C)c(=O)oc2c1 (stereo unspecified) | -36 | 0 | 8 | 9 | 3.8 | 0 | 3 | -5 | -49 | 3
CCc1ccccc1C1=CC(=O)C[C@H](c2ccc(OC)cc2)C1 | -4 | 0 | 5 | 0 | 0.2 | -1 | -1 | -1 | -6 | -2
COc1cc(/C=N/NC(=O)C2CCN(CC(O)COCc3ccccc3)CC2)cc(OC)c1OC (stereo unspecified) | 1 | -8 | 5 | 1 | 0.4 | 2 | 6 | 0 | -3 | -7
CCc1nc(SCC(=O)NNC(=O)c2ccc(C)cc2)c2ccccc2n1 | -1 | 4 | -10 | 17 | 0.5 | 1 | -8 | 3 | -5 | 0
COC(=O)c1cc(C)ccc1OCc1ccc([N+](=O)[O-])cc1 | 5 | 1 | -2 | 8 | 0.7 | -1 | 5 | -8 | -4 | 7
CCN(CC)C(=O)c1c(-c2ccccc2)oc2ccc(O)cc12 | -33 | 0 | -37 | 2 | -1.0 | 0 | -11 | -1 | -51 | 7
O=S(=O)(c1ccc2ccccc2c1)N1CCN(c2ccc(O)cc2)CC1 | 0 | 4 | 0 | -4 | -0.1 | -1 | 0 | 9 | -10 | 2
Cc1nn(Cc2noc(C(=O)NCC3CCCO3)n2)c(C)c1Br (stereo unspecified) | -1 | -5 | 2 | 5 | 0.2 | -1 | -5 | -4 | -9 | 2
CC(C)NC(=O)c1ccccc1NC(=O)/C=C/c1ccc([N+](=O)[O-])cc1 | 1 | -2 | 2 | -3 | 0.1 | -3 | 2 | -1 | 1 | -7
Cc1cc(F)ccc1S(=O)(=O)N1CCCOC1CNC(=O)C(=O)NCCc1ccccc1 (stereo unspecified) | -2 | -6 | -7 | 5 | 0.3 | -1 | 3 | -4 | -5 | -2
COCCN(C(=O)c1ccc2ccccc2c1)c1c(N)n(Cc2ccccc2)c(=O)[nH]c1=O | -1 | -2 | 3 | -10 | 0.0 | 4 | 1 | 0 | 0 | -4
Cc1nn2c(N3CCN(CCO)CC3)c3c(nc2c1-c1ccccc1)CCCC3 | -41 | -2 | -6 | 1 | 0.5 | 1 | -11 | -1 | -73 | 5
COc1ccccc1C(=O)NCCN1CCCC1 | 1 | -3 | 0 | 2 | -0.2 | 1 | 6 | -8 | 0 | 6

Reformatted as labelled records: part of the list above.
SMILES: CCc1nnc(NC(=O)CSc2nnc(-c3ccoc3C)n2-c2cccc(C)c2)s1
  PLCg1 inh: 3; NR1D1 modulator: 0; HGIII-sPLA2 inh: -5; ARFGAP1 inhibitor: -3; proKLK7 act: 0.1; UHRF1 binding: 1; ASAP1 GAP inh: -6; DDE Tn7 FP inh: -3; PLC-beta3 inh: 4; DDE Tn6 FP inh: -7
SMILES: O=C(OC(C(=O)Nc1cccc(C(F)(F)F)c1)c1ccccc1)C1CCCCC1 (stereo unspecified)
  PLCg1 inh: 2; NR1D1 modulator: 1; HGIII-sPLA2 inh: -31; ARFGAP1 inhibitor: 7; proKLK7 act: 0.2; UHRF1 binding: -1; ASAP1 GAP inh: -7; DDE Tn7 FP inh: 7; PLC-beta3 inh: 3; DDE Tn6 FP inh: 7
SMILES: COc1cc(NC(=O)COC(=O)CSc2ccccc2F)c(C)cc1[N+](=O)[O-]
  PLCg1 inh: 3; NR1D1 modulator: 5; HGIII-sPLA2 inh: 0; ARFGAP1 inhibitor: 6; proKLK7 act: -0.4; UHRF1 binding: 3; ASAP1 GAP inh: -4; DDE Tn7 FP inh: 8; PLC-beta3 inh: 2; DDE Tn6 FP inh: -4
